MEKK2wt PB1 HTS: raises or lowers MEK5 binding to wildtype human MEKK2 PB1 domain; bead flow cytometry, Alexa488-MEK5 binding to MEKK2 WT; actives lie on both sides; hit rate 1.1% among 290,000; binding response (% of control), % at 10 µM; Q9Y2U5; in the data active = binding response below about 67% or above about 130%
PHOSPHO1 block: inhibitors of human PHOSPHO1 phosphatase | Q8TCT1 | recombinant PHOSPHO1, absorbance phosphatase assay | inhibition, % at 13.3 µM | hit rate 1.1% among 290,000; in the data active = inhibition above about 60%
Target sequence (Q8TCT1 whole entry, looked up): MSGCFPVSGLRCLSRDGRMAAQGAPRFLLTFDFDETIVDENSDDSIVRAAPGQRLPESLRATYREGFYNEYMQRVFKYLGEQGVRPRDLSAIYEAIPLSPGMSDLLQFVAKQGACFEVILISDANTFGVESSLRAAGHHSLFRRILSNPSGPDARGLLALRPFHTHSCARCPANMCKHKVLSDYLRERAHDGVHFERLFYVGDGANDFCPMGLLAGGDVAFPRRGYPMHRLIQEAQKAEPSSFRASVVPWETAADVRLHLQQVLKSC
DNA FID counter: counter-screen for HCV NS3 helicase inhibitors: DNA intercalator displacement | hit rate 0.17% among 290,000 | inhibition, % at 7.9 µM | DNA fluorescent intercalator displacement, fluorescence; in the data active = inhibition above about 37%;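 also: 0% = vehicle and 100% = reference compound; higher means more ethidium bromide displaced from hairpin DNA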
MEKK2mut PB1 HTS: signal of MEK5 binding to mutant human MEKK2 PB1 domain | bead flow cytometry, Alexa488-MEK5 binding to MEKK2 mutant | percent response, % at 10 µM | hit rate 0.35% among 290,000; in the data active = percent response above about 24%, passing the limit was not always enough; also: inactives centre near 1; some results filed as inactive read as strong as hits; reference of the scale not given here
NALP1 inh: blocks the NALP1 inflammasome reconstituted in yeast | hit rate 0.61% among 280,000 | inhibition, % at 10 µM | AID 2071 | S. cerevisiae NALP1/ASC/caspase-1 growth, X-gal OD620, 72 h; in the data active = inhibition mostly above about 24%, no sharp cut-off; inactive = mostly below about 32%; also: some compounds called inactive have numbers as strong as hits
MEKK3 PB1 HTS: modulators (inhibitors or enhancers) of MEK5 binding to human MEKK3 PB1 domain. Q99759. bead-based flow cytometry, Alexa488-MEK5 binding to MEKK3; actives lie on both sides; 0 = blocked by unlabeled MEK5, 100 = vehicle. binding response (% of control), % at 10 µM. hit rate 1.4% among 290,000. AID 1529;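 active = binding response more than 3 SD above or below the average of its plate-row segment, actives on both sides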;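 also: Alexa488 bead fluorescence after subtracting the streptavidin-only scavenger bead signal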
Target sequence (Q99759 whole entry, looked up, the tested form may be a part): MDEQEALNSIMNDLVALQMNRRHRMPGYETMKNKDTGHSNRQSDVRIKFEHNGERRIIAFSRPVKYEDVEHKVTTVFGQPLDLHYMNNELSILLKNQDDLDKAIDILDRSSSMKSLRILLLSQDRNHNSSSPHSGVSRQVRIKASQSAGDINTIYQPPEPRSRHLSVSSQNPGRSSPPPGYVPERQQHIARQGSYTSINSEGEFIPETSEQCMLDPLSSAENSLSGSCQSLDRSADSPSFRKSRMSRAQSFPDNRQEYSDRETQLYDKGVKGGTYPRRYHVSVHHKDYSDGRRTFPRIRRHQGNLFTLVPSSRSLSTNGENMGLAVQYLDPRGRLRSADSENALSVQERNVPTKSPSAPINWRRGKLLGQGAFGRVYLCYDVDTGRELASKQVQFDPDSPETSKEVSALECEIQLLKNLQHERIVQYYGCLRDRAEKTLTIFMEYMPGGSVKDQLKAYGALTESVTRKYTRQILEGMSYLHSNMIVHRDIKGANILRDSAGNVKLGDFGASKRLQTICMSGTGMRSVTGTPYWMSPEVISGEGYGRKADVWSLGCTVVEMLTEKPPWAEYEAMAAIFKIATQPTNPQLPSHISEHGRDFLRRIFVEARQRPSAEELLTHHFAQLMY
OXTR agonist: activates the human oxytocin receptor. P30559. CHO-OTR cells, Fluo-8 calcium fluorescence; normalized: DMSO 0%, oxytocin 100%. activation, % at 3 µM. hit rate 0.32% among 320,000. AID 2435;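 active = activation above the mean of all tested compounds plus 3 SD, cutoff set per screening run, cut at about 20% in these data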;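 also: peak over basal fluorescence ratio from a 100 s FLIPR kinetic read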
M18AAP inhibitor: blocks P. falciparum M18 aspartyl aminopeptidase. recombinant PfM18AAP, H-Glu-NHMec fluorogenic cleavage. inhibition, % at 7.35 µM. hit rate 1.2% among 290,000. AID 1822;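 active = inhibition above the campaign mean inhibition over all tested compounds plus 3 SD, cut at about 28% in these data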;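 also: 0% = plate median of test compound wells and 100% = 2 mM ZnCl2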
GPR7 antag: human neuropeptides B/W receptor 1 antagonism; GPR7-expressing cells, fluorescence antagonist assay; inhibition, % at 4.4 µM; hit rate 1.1% among 290,000; in the data active = inhibition above about 16%, passing the limit was not always enough;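 also: cells stimulated with the agonist NPW; 0% = agonist with vehicle and 100% = vehicle without agonist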
* hit, by the source's call; nt = no result given.

| entry | SMILES | MEKK3 PB1 HTS | DNA FID counter | GPR7 antag | MEKK2wt PB1 HTS | NALP1 inh | MEKK2mut PB1 HTS | M18AAP inhibitor | OXTR agonist | PHOSPHO1 block |
| --- | --- | --- | --- | --- | --- | --- | --- | --- | --- | --- |
| 1 | CC1(C)C(O)=C(c2nc3ccccc3[nH]2)C(=N)N1c1ccccc1 | 94 | 5 | -7 | 94 | -5 | -6 | 11 | -0.9 | -19 |
| 2 | CCCOc1ccc(/C=C/c2[nH]c(=O)[nH]c(=O)c2[N+](=O)[O-])cc1OCC | 92 | 1 | -13 | 86 | nt | -19 | 4 | -0.2 | 20 |
| 3 | CC(=O)c1c(C(C)=O)c(C)n(-c2ccc(C)c(NC(=O)c3ccccc3Cl)c2)c1C | 102 | -33 | -4 | 105 | 1 | 8 | -9 | 2.4 | 13 |
| 4 | COc1ccc(S(=O)(=O)Nc2ccc3c(c2)OCO3)cc1C(=O)O | 90 | -1 | 5 | 89 | 2 | -2 | -6 | 0.7 | 18 |
| 5 | NC(=S)NNC(=O)c1cc(C(F)(F)F)cc(C(F)(F)F)c1 | 98 | 1 | -11 | 95 | nt | 3 | -13 | 0.5 | -11 |
| 6 | CCN(CC(=O)NC1CCS(=O)(=O)C1)C(=O)/C=C/c1cccs1 (stereo unspecified) | 106 | 11 | -8 | 99 | 3 | -1 | -10 | -0.2 | 48 |
| 7 | Cc1c(C(N)=O)sc2ncn(CC(=O)NCCc3ccccc3)c(=O)c12 | 101 | 5 | -5 | 102 | -6 | 2 | 3 | 0.4 | 23 |
| 8 | O=C(Cc1ccc(Cl)cc1)N/N=C/c1cccc(O)c1 | 98 | -11 | 1 | 105 | -13 | 10 | 4 | 9.0 | 24 |
| 9 | C1=C2C[N+]3(CCCC3)CC2Cc2ccc3ccccc3c21 (stereo unspecified) | 96 | 4 | -13 | 104 | 9 | -5 | 2 | 0.3 | 9 |
| 10 | CC(NC(=O)CCCC1CCCCC1)c1ccc(S(N)(=O)=O)cc1 (stereo unspecified) | 100 | -31 | -11 | 97 | 7 | -4 | -4 | 0.2 | 10 |
| 11 | Cc1ccccc1OCC(=O)NCC(=O)OCC(=O)c1ccc2ccccc2c1 | 99 | -2 | -11 | 94 | -22 | -8 | -4 | 1.2 | -5 |
| 12 | CN(C)CC(=O)Nc1nc(-c2ccccc2)cs1 | 91 | 0 | 4 | 98 | 1 | -5 | 4 | 0.4 | 18 |
| 13 | CCOC(=O)C1=C(C)NC(C)=C(C(=O)OCC)C1c1ccc([N+](=O)[O-])s1 | 101 | 2 | -3 | 96 | 18 | -4 | 0 | -2.3 | 30 |
| 14 | COc1cccc(CNC(=O)N[C@@H](CC(C)C)C(=O)O)c1 | 101 | -1 | -8 | 104 | 8 | 5 | 3 | -0.9 | -7 |
| 15 | O=C(/C=C/c1cccc([N+](=O)[O-])c1)NCc1cccnc1 | 102 | 0 | 7 | 102 | -15 | 5 | 1 | 0.3 | -14 |
| 16 | Cc1ccccc1C(=O)NC(=S)Nc1cccc(NC(=O)C(C)C)c1 | 96 | -6 | 5 | 94 | 6 | -6 | -6 | 2.2 | 38 |
| 17 | COc1ccc(C2C=C(c3cccs3)Nc3nc(CCCO)nn32)cc1 (stereo unspecified) | 59 | -13 | 12 | 60 | 10 | -11 | 0 | 47* | 28 |
| 18 | Cc1cc(/C=N/O)c(C)n1-c1ccc(Br)cc1 | 126 | -4 | -2 | 105 | 28 | 0 | -3 | -2.3 | 6 |
| 19 | COc1ccc(CC(=O)Nc2cccnc2)cc1 | 105 | -2 | -12 | 104 | 18 | 2 | -7 | 0.8 | 27 |
| 20 | Cc1nc(SCc2ccccc2)c2ccsc2n1 | 104 | -4 | -13 | 98 | -2 | -1 | 0 | -1.8 | -7 |
| 21 | CCOC(=O)c1ccc(-c2ccc(C=O)o2)cc1 | 104 | 5 | -11 | 102 | 10 | 13 | 7 | -1.0 | 16 |
| 22 | Cc1[nH]c2ccccc2c1CCNS(=O)(=O)c1ccc(S(N)(=O)=O)cc1 | 102 | -1 | 2 | 105 | 40 | 3 | 1 | -0.8 | 29 |
| 23 | C=C(C)c1cccc(C(C)(C)NC(=O)NCc2ccncc2)c1 | 102 | -6 | -3 | 99 | -13 | 0 | -6 | -1.2 | 66* |
| 24 | CCNC(=O)CC1SC(=Nc2cccc3ccccc23)N(C)C1=O (stereo unspecified) | 92 | -17 | -9 | 97 | 27 | -3 | 6 | -1.1 | -18 |
| 25 | O=C(C1=C(O)C(=O)N(Cc2ccco2)C1c1cccc(O)c1)c1ccco1 (stereo unspecified) | 105 | -4 | -8 | 103 | -11 | 4 | 4 | 0.4 | 23 |
| 26 | COC(=O)[C@H](CCSC)NC(=O)Nc1ccc(C)c(C)c1 | 108 | -3 | 13 | 115 | 18 | 10 | 1 | -0.7 | -5 |
| 27 | S=c1[nH]nc(-c2ccccc2)n1CC1CCCO1 (stereo unspecified) | 93 | 0 | -19 | 95 | 5 | -6 | 1 | 1.0 | -12 |
| 28 | COc1ccc(S(=O)(=O)Nc2nccs2)cc1OC | 106 | -11 | -7 | 98 | 2 | 2 | 5 | 1.6 | 6 |
| 29 | CCC(SC1=N/C(=C/c2ccccc2OC)C(=O)N1c1ccccc1)C(=O)Nc1cc(C)on1 (stereo unspecified) | 102 | -12 | 5 | 92 | 10 | 1 | -11 | -1.1 | 15 |
| 30 | COc1ccc(CCN2CC(C(=O)N(C)CCOc3ccccc3)CCC2=O)cc1 (stereo unspecified) | 101 | -48 | -7 | 101 | 22 | 0 | -13 | 1.3 | 41 |
| 31 | Cc1cc(=O)c2c(o1)CC(C)(C)CC2=O | 103 | -5 | 6 | 104 | 16 | 2 | -5 | 0.4 | 17 |
| 32 | O=C1CCCN1c1ccc(S(=O)(=O)N2CCCCC2)cc1[N+](=O)[O-] | 100 | 0 | -5 | 90 | -10 | -10 | -15 | 0.0 | -5 |
| 33 | CC(=O)Nc1ccc(S(=O)(=O)NCC2CCC(C(=O)NCCCN(C)Cc3ccccc3)CC2)cc1 (stereo unspecified) | 99 | 18 | -11 | 110 | 9 | 4 | -7 | -0.1 | 7 |
| 34 | C/C(Cc1ccccc1)=N\NC(=O)CNC(=O)c1ccc(Br)cc1 | 102 | -6 | 0 | 96 | 31 | -2 | -10 | -1.2 | 7 |
| 35 | CCn1ncc(C2=NOC(C(=O)Nc3cccc(O)c3)C2)c1C (stereo unspecified) | 106 | 0 | -12 | 103 | 4 | 3 | -5 | 1.2 | -10 |
| 36 | Cc1cc(C)c(OCC(=O)N2CCN(c3ncc(C(F)(F)F)cc3Cl)CC2)c(C)c1 | 103 | -42 | -10 | 110 | 19 | 2 | -3 | -1.8 | 22 |
| 37 | CCOC(=O)C(C)n1cnc2c(nnn2-c2cccc(OC)c2)c1=O (stereo unspecified) | 103 | -13 | -9 | 101 | -2 | 2 | 4 | -0.4 | 39 |
| 38 | CC(C)n1cnc2c(Nc3cccc(Cl)c3)nc(N(CCO)CCCO)nc21 | 107 | nt | nt | 101 | 2 | 5 | nt | -2.1 | 9 |
| 39 | O=c1cc2c(nn1Cc1cccc([N+](=O)[O-])c1)-c1ccccc1CC2 | 99 | -18 | 12 | 90 | 6 | -10 | -1 | -1.0 | 6 |
| 40 | COc1ccc(C(=O)N/N=C(\C)c2ccc3c(c2)C2C=CCC2C(c2ccccc2)N3)cc1 (stereo unspecified) | 91 | -8 | 0 | 91 | 20 | -3 | 5 | -0.6 | 3 |
| 41 | Cc1[nH]c2ccccc2c1/C=N/NC(=O)CNC(=O)c1cccs1 | 103 | 11 | -9 | 102 | 31 | 6 | 3 | -0.2 | 19 |
| 42 | CN(C)S(=O)(=O)c1ccc(NC(=S)NC(=O)C2CCC2)cc1 | 102 | -18 | 13 | 106 | 10 | 4 | 3 | 0.0 | -20 |
| 43 | Cc1ccc(SC(C)C(=O)N2CCN(c3ccccc3)CC2)cc1 (stereo unspecified) | 99 | -36 | -6 | 100 | 5 | 10 | 4 | -0.8 | 39 |
| 44 | CCOC(=O)N1CCN(S(=O)(=O)c2ccc3[nH]c(=O)sc3c2)CC1 | 101 | -2 | -9 | 101 | -4 | -1 | 1 | 3.8 | 0 |
| 45 | COC(=O)CNC(=O)COC(=O)/C=C/c1cccs1 | 70 | 0 | 0 | 66 | 12 | -32 | -8 | -0.2 | 40 |

Shown with two lines to a compound: three of the compounds above.
The line under a structure holds: MEKK3 PB1 HTS, DNA FID counter, GPR7 antag, MEKK2wt PB1 HTS, NALP1 inh, MEKK2mut PB1 HTS, M18AAP inhibitor, OXTR agonist, PHOSPHO1 block
[37] CCOC(=O)C(C)n1cnc2c(nnn2-c2cccc(OC)c2)c1=O (stereo unspecified)
    103, -13, -9, 101, -2, 2, 4, -0.4, 39
[38] CC(C)n1cnc2c(Nc3cccc(Cl)c3)nc(N(CCO)CCCO)nc21
    107, nt, nt, 101, 2, 5, nt, -2.1, 9
[39] O=c1cc2c(nn1Cc1cccc([N+](=O)[O-])c1)-c1ccccc1CC2
    99, -18, 12, 90, 6, -10, -1, -1.0, 6

Going on with the list:
| entry | SMILES | MEKK3 PB1 HTS | DNA FID counter | GPR7 antag | MEKK2wt PB1 HTS | NALP1 inh | MEKK2mut PB1 HTS | M18AAP inhibitor | OXTR agonist | PHOSPHO1 block |
| --- | --- | --- | --- | --- | --- | --- | --- | --- | --- | --- |
| 46 | CCOC(=O)c1sc2nc(C(C)C)c3c(c2c1N)CC(C)(C)OC3 | 101 | -1 | -2 | 104 | 3 | 6 | 3 | -1.4 | 14 |
| 47 | COc1cc(OC)cc(N2C(=O)CSCC2=O)c1 | 94 | 0 | -17 | 94 | nt | -7 | 2 | 0.3 | 28 |
| 48 | CC1(C)Cc2c(cnn2-c2ccccc2)C(=O)/C1=N\NC(=O)c1ccncc1 | 98 | -5 | -11 | 98 | nt | -3 | 4 | -0.3 | nt |
| 49 | CCCCCOc1ccc(NC(=O)C(=O)NCC2CCCN2CC)cc1 (stereo unspecified) | 100 | 9 | -7 | 116 | 16 | 12 | -3 | 2.8 | 18 |
| 50 | C[C@H](NC(=O)C1CCN(S(=O)(=O)c2ccccc2)CC1)C(=O)NCc1ccccn1 | 98 | -8 | -1 | 97 | -15 | 1 | -2 | 0.5 | 37 |
| 51 | CC(C)(O)C1Cc2cc(/C=C/C(=O)O)c(O)cc2O1 (stereo unspecified) | 98 | -2 | -1 | 90 | -26 | -11 | -3 | nt | 12 |
| 52 | NC(=O)C1CCN(Cc2nc3cc(Cl)ccc3c(=O)[nH]2)CC1 | 101 | -3 | 1 | 101 | -10 | 4 | 4 | -0.1 | 18 |
| 53 | CCCC(=O)N1CCCC(C(=O)c2ccc(OC)c(OC)c2)C1 (stereo unspecified) | 104 | -12 | -1 | 103 | 12 | 6 | -14 | 9.2 | nt |

Random excerpt: 2 entries already listed
| entry | SMILES | MEKK3 PB1 HTS | DNA FID counter | GPR7 antag | MEKK2wt PB1 HTS | NALP1 inh | MEKK2mut PB1 HTS | M18AAP inhibitor | OXTR agonist | PHOSPHO1 block |
| --- | --- | --- | --- | --- | --- | --- | --- | --- | --- | --- |
| 52 | NC(=O)C1CCN(Cc2nc3cc(Cl)ccc3c(=O)[nH]2)CC1 | 101 | -3 | 1 | 101 | -10 | 4 | 4 | -0.1 | 18 |
| 43 | Cc1ccc(SC(C)C(=O)N2CCN(c3ccccc3)CC2)cc1 (stereo unspecified) | 99 | -36 | -6 | 100 | 5 | 10 | 4 | -0.8 | 39 |
